Screens: PubChem BioAssay, National Center for Advancing Translational Sciences (NCATS)
Giardia FBPA inh – qHTS Assay for Inhibitors of Fructose-1,6-bisphosphate Aldolase from Giardia Lamblia | A8B2U2 | purified Giardia FBPA | Potency, µM (top dose mostly 59.6 µM), inactives show top-dose activity, negative = inhibition, usual class: inhibitors | AID 2451, 2010 | actives 0.71% (n = 290,000); active = well fitted inhibition curve with a large enough effect; inconclusive = small, poorly fitted or top-dose-only effect, or effect the other way; also: nearly all actives have a fitted effect of over 55% in size
Target sequence (A8B2U2 whole entry, looked up): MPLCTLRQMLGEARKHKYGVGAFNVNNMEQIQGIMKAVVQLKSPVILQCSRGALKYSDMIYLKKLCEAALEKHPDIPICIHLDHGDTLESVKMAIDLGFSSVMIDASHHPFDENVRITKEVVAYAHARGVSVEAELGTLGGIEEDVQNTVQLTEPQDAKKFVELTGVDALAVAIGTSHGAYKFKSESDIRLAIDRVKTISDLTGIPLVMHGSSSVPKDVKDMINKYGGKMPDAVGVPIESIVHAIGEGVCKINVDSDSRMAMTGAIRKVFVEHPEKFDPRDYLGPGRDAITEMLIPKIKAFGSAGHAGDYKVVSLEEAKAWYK
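Giardia FBPA (40 nM reagent) was preincubated 10 min at RT with compound (up to 57.5 uM final), then substrate plus GAPDH/TPI/NAD/arsenate coupling system with diaphorase/resazurin was added; resorufin fluorescence (525/598 nm) was read after 20 min.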
Numbers without * were called inactive; ? = inconclusive; & = joins results of further samples; [ ] = dose if it differs, or a comment. % is scaled to controls: 0 for no effect and ±100 for the full control effect; potency is read from the fitted curve at half-maximal effect. The list is partial (hit frequency here may not be typical).

SMILES	Giardia FBPA inh
CS(=O)(=O)N1CCC2(CCCN(c3cccc(-c4ccccc4)c3)C2)CC1	-10%
COc1ccccc1CN1CC2(CCN(C(=O)c3ccncc3)CC2)C1	6%
O=c1c(-c2ccccc2)nc2cnc(N3CCOCC3)nc2n1Cc1cccs1	8%
COc1ccc(/C=C/C(=O)c2ccc(O)cc2O)cc1OC	3%
CN(C)C1C(=O)C(C(N)=O)=C(O)[C@@]2(O)C(=O)C3=C(O)c4c(O)cccc4[C@@](C)(O)C3CC12 (some centres undefined)	?
c1ccc2c3c([nH]c2c1)[C@@H]1[C@H]2CC[C@H]([C@H]4CCCN[C@H]42)N1CC3	-6%[21.7 µM]
COc1ccc2c(c1O)-c1cccc3c1C(C2)N(C)CC3 (centres undefined)	-23%
COc1cccc(Cn2c(=O)c(-c3ccc(F)cc3)nc3cnc(N(C)C)nc32)c1	4%
O=C(c1ccco1)N1CCC[C@@]2(CCN(c3ncccn3)C2)C1	2%
C=C1C2c3ccccc3C(CC2(C)O[Si](C)(C)C)N1C(=O)OC (centres undefined)	6%[12.9 µM]
CC(=O)N1CCC2(CCCN(c3ccccc3)C2)CC1	-13%
CCCc1cc2c(n1CCO)C(C)C1CN(C(=O)c3ccccc3)C(C)(C(=O)OC)C21 (centres undefined)	-30%
C=C(C(=O)OC)C(NC(=O)OC)c1ccccc1 (centres undefined)	-1%
O=c1c2ccccc2oc2cc(O)c(C3COCC(CO)C(O)C(O)C3O)c(O)c12 (centres undefined)	?
Cc1nc(N2CCOCC2)c2nc(-c3ccccc3)n(CCN(C)C)c2n1	6%
Nc1ccccc1C(=O)/C=C/c1ccccc1	-2%
CCCCc1nc2c(c3c1C[C@H](C)OC3)CN(C(=O)Cc1cccs1)CC2	4%[12.9 µM]
COc1ccccc1-c1cc(Nc2ccn[nH]2)ncn1	-3%
NCCC[C@H](N)CC(=O)N[C@H]1CNC(=O)[C@@H]([C@@H]2C[C@H](O)N=C(N)N2)NC(=O)/C(=C/NC(N)=O)NC(=O)[C@@H](CO)NC(=O)[C@@H](CO)NC1=O	-1%[21.7 µM]
COc1ccc(O[C@H]2C=C[C@@H](c3ccccc3)O[C@H]2COC(=O)CC/C(C)=N\OC[C@@H](O)[C@H]2O[C@H]3OC(C)(C)O[C@H]3[C@@H]2O)cc1	-1%[12.9 µM]
CC(=O)OC1C[C@@]2(C)C(c3ccoc3)C[C@H]3O[C@@]32[C@@]2(C)C(=O)C(O)=C3C(C)(C)C(=O)C=C[C@]3(C)C12 (some centres undefined)	-10%
COC(=O)c1ccc(C(NC(=O)OCc2ccccc2)/C(F)=C/[C@@H](C)C(=O)N[C@@H](CO)Cc2ccccc2)cc1 (some centres undefined)	2%
Cc1nc2cnc(Oc3ccccc3)nc2n(C)c1=O	4%
COCCn1c(=O)cnc2cnc(N(C)C)nc21	1%
COc1ccc(-c2nc3cnc(Oc4cccc(Cl)c4)nc3n(C3CC3)c2=O)cc1	5%
O=C(CCCN1CCC2(CC1)C(=O)N(Cc1cccc(F)c1)CN2c1ccccc1)c1ccc(F)cc1	-10%
COc1ccc2[nH]cc(CCNc3ncncc3-c3cccc(NS(C)(=O)=O)c3)c2c1	0%
COC(=O)C1=COC(O[C@H]2OC(CO)[C@H](O)C(O)C2O)[C@H]2C1C(=O)C[C@@H]2C (some centres undefined)	-8%
CC1CCC2C(=O)OC(CN=[N+]=[N-])CN2C1c1ccc(Br)cc1 (centres undefined)	-1%&6%&1%&2%&2%&0%[12.9 µM]
Cn1cc(C(=O)C(=O)N[C@H]2CN3CCC2CC3)c2ccccc21	2%
COC(=O)C1OC(=O)C2OC23[C@]2(C)C(OC(C)=O)CC4C(C)(C)C(=O)CC[C@]4(C)C2CC[C@@]13C (some centres undefined)	0%
c1ccc(CNc2ccnc(-c3ccoc3)n2)cc1	-15%
CS(=O)(=O)Nc1cccc(-c2ccc3ncnc(NC4CCNCC4)c3c2)c1	3%
COCC#CCN1CCCCC1c1cccnc1 (centres undefined)	-1%
CN1[C@@H]2CC[C@H]1CC(O)C2 (some centres undefined)	4%[21.7 µM]
CC(=O)N1CCC2(CCN(Cc3nccs3)CC2)CC1	4%
CCN(CC)CCCC(C)n1c(-c2ccccc2)nc2c(NCc3ccccc3)nc(C)nc21 (centres undefined)	2%
COc1cc2c(cc1O)C(CCc1ccc(Cl)cc1)N(C)CC2 (centres undefined)	-6%
O=C(c1ccco1)N1CCC2(CC1)CCN(c1ccccc1)CC2	-2%
COc1ccc(C(=O)N2CCC[C@@]3(CCN(c4ncccn4)C3)C2)cc1	3%
COc1ncc2nc(-c3cccs3)c(=O)n(-c3ccccc3)c2n1	-3%
CN(C)CCCO[C@H]1[C@@H]2OC(C)(C)O[C@@H]2O[C@@H]1[C@H](O)CO	4%[21.7 µM]
COC(=O)C1(C)C=C(Nc2ccc(OC)cc2)C(=O)N1c1ccc(OC)cc1 (centres undefined)	-13%
CCCNC(=O)OC[C@@H]1O[C@H](CCO/N=C\[C@@H](OC)[C@H](C)/C=C\CC(=O)OC)C=C[C@@H]1Oc1ccc(OC)cc1	1%[12.9 µM]
CC(N)=NCCCC[C@H](N)C(=O)O	-1%
COc1cccc(Nc2ncc3nc(-c4ccc(F)cc4)c(=O)n(C[C@H]4CCCO4)c3n2)c1	-5%
NCCCCN=C(N)N	-1%&3%&6%
Cc1ccccc1-c1nccc(NCc2cccnc2)n1	0%
c1cncc(CNc2cc(-c3ccc4c(c3)OCO4)ncn2)c1	?
COc1ccc(OC2C=CC(C#Cc3ccccc3)OC2CO)cc1 (centres undefined)	-1%[12.9 µM]
COc1ccc(/C=C/C(=O)/C=C/c2ccc(OC)cc2OC)c(OC)c1	-6%
CC(C)c1cc2c(c(O)c1O)[C@]1(C(=O)O)CCCC(C)(C)C1CC2 (some centres undefined)	?
CCN(CC)CCCCn1c(-c2ccccc2)nc2c(N(CCOC)CCOC)nc(C)nc21	0%
CCNc1ncc2nc(-c3cn(C)c4ccccc34)c(=O)n(CCC#N)c2n1	-8%
COc1ccc2[nH]cc(CCNc3nc(-c4cccc(NS(C)(=O)=O)c4)nc4ccccc34)c2c1	2%
COCCn1c(=O)c(-c2cccs2)nc2cncnc21	1%
NCCCCCCCCCCN	-1%
O=C(c1cccc(F)c1)N1CCC2(CC1)CN(c1ccc(-c3ccccc3)cc1)C2	1%
O=C(c1cccc(F)c1)N1CCC2(CC1)CN(c1cccc(-c3ccccc3)c1)C2	-7%
COCCNc1ncnc2ccc(-c3ccccc3OC)cc12	0%
The list goes on:
SMILES	Giardia FBPA inh
CC(C)(C)N1C(=O)[C@H]2[C@H]3[C@H](O)[C@H](O)C/C(=N/OC[C@@H](O)COCc4ccco4)[C@@H]3CC[C@@H]2C1=O	-1%[12.9 µM]
C/C(CCN1CCCCc2nc(C)c(C)cc21)=N\OC[C@@H](O)COCc1ccco1	-1%[12.9 µM]
COC(=O)C1=C(C(=O)OC)[C@@H]2N(Cc3ccccc3)c3ccccc3[C@@]23C[C@@H](C(=O)OC)N(S(=O)(=O)c2ccc(C(F)(F)F)cc2)C3=N1	-2%[12.9 µM]
Cc1cc(OC(=O)N2CCCCC2)c(C(C)C)cc1[N+](C)(C)C	2%
CO/N=C1/c2cc(OC)ccc2O[C@@H](c2cccc(OC)c2)[C@H]1O	1%[12.9 µM]
CC1CCC2C(=O)N3CCCC3C(=O)N2C1c1ccc(Br)cc1 (centres undefined)	-3%&0%[12.9 µM]
CC12C=C(/C=C/c3ccc(C(F)(F)F)cc3)C(C)(C1)C(c1ccc(C(F)(F)F)cc1)CC2=O (centres undefined)	-1%[12.9 µM]
COc1cccc(Cn2c(=O)c(C)nc3cnc(N4CCOCC4)nc32)c1	2%
COc1ccccc1-c1cncnc1NCc1ccccc1	12%
COc1ncc2nc(-c3ccc(F)cc3)c(=O)n(Cc3cccs3)c2n1	-2%
N#Cc1ccc(CN2CC[C@@]3(CCCN(S(=O)(=O)c4ccccc4)C3)C2)cc1	3%
COCC(=O)N1CCC2(CCCN(Cc3ccc(C#N)cc3)C2)CC1	6%
C/C=C\C1=C(CO)[C@H](O)[C@H]2OC2[C@@H]1O (some centres undefined)	-1%[12.9 µM]
CCc1cc2c(nc1CC)CCN(CC/C(C)=N/OC[C@@H](O)COCc1ccco1)C2	1%[12.9 µM]
NCCC[C@@H](CC(=O)N[C@@H]1CCCC[C@H]1C(=O)N[C@H](CC(=O)N[C@@H](CCC(=O)O)CC(=O)O)Cc1c[nH]c2ccccc12)NC(=O)C[C@H](Cc1ccccc1)NC(=O)[C@@H]1CNCC[C@H]1N	-12%
CCOC(=O)CN1C(=O)N[C@@H](c2ccccc2)[C@H](C(=O)OC)[C@H]1C	8%[12.9 µM]
CCN1C[C@@]2(OC(=O)c3ccccc3NC(C)=O)CCC(OC)[C@@]34C5CC6C(OC)C[C@@](O)(C(CC23)[C@@H]14)C5(O)C6OC (some centres undefined)	0%
CCCCCCCNS(=O)(=O)c1cccc2c(Cl)cccc12	-15%
Cn1cc(-c2nc3cnc(Oc4ccccc4)nc3n(C3CC3)c2=O)c2ccccc21	6%
COc1ccc(-c2coc3c(O)c(OC)ccc3c2=O)cc1	-19%
c1ccc(N2CC[C@@]3(CCCNC3)C2)cc1	-6%
CCc1cc2c(nc1CC)CCN(CC/C(C)=N/OCC[C@@H]1C=C[C@H](OC(C)=O)[C@H](COC(C)=O)O1)C2	-4%[12.9 µM]
CCC1=C2CC[C@H]3C(=O)N(c4ccccc4)C(=O)[C@H]3[C@H]2[C@@]2(Cc3ccccc3)C(=NCCOC)OC(=O)N2C1=O	-2%
CC(C)=CCc1c(O)cc(C)oc1=O	-1%

4 of the compounds above, field by field:
> COc1ccc(-c2coc3c(O)c(OC)ccc3c2=O)cc1
  Giardia FBPA inh: -19%
> CC12C=C(/C=C/c3ccc(C(F)(F)F)cc3)C(C)(C1)C(c1ccc(C(F)(F)F)cc1)CC2=O (centres undefined)
  Giardia FBPA inh: -1%[12.9 µM]
> NCCCCCCCCCCN
  Giardia FBPA inh: -1%
> CN1[C@@H]2CC[C@H]1CC(O)C2 (some centres undefined)
  Giardia FBPA inh: 4%[21.7 µM]

Remaining list, next part
SMILES	Giardia FBPA inh
COc1ccccc1-c1nc(N2CCN(C)CC2)c2ccccc2n1	-7%
CO[C@@H]1COC(=O)C/C=C\[C@H](C)COC(=O)[C@H](C)NC(=O)C/C=C\[C@H]1C	2%[12.9 µM]
Cc1nc2cnc(Nc3ccccc3)nc2n(C2CC2)c1=O	6%
C[C@]12CCC3C(CC[C@H]4C[C@@H](O)CC[C@]34C)[C@@H]1CCC2=O (some centres undefined)	8%
BrC1C(Br)C(Br)C(Br)C(Br)C1Br (centres undefined)	-28%
COc1cccc(CC(=O)N2CCc3nc(-c4ccccc4)c4c(c3C2)CO[C@@H](C)C4)c1	7%[12.9 µM]
COc1ccccc1CCn1c(=O)c(-c2ccc(Cl)cc2)nc2cncnc21	-6%
COc1ccc2c(c1)O[C@H](c1ccc3c(c1)OCO3)[C@@H](OC(=O)Nc1ccc(C)c(Br)c1)C2=O	1%
COc1ccc2[nH]cc(CCNc3ccnc(-c4ccccc4C)n3)c2c1	-13%
COC(=O)N1C(/C=C/c2ccc3c(c2)OCO3)=Cc2ccccc2C1CC(C)=O (centres undefined)	7%[12.9 µM]
COc1ccc(-c2coc3cc(O)ccc3c2=O)c(OC)c1O	-10%
C[C@H](c1ccccc1)N1C(=O)[C@H]2[C@@H]3[C@H](O)[C@H](O)CC(=O)[C@H]3CC[C@H]2C1=O	1%[12.9 µM]
CCCc1cc(OC)c2c(c1)OCO2	-6%
CO[C@H]1C=CO[C@]2(C)Oc3c(C)c(O)c4c(O)c(c5c(c4c3C2=O)NC2(CCN(CC(C)C)CC2)N=5)=NC(=O)C(C)=CC=C[C@@H](C)[C@@H](O)[C@@H](C)[C@@H](O)[C@@H](C)[C@@H](OC(C)=O)[C@@H]1C	-10%[21.7 µM]
CCN(CC)CCn1c(-c2ccccc2)nc2c(NC3CCCCC3)nc(C)nc21	1%
COCCn1c(=O)c(-c2ccc(Cl)cc2)nc2cnc(N(C)C)nc21	7%
O=C(Oc1ccccc1)N1CCC[C@@]2(CCN(Cc3ccccc3)C2)C1	-4%
CC(C)CCNC(=O)C(CC(C)C)NC(=O)C1OC1C(=O)O (centres undefined)	5%
COc1ccc(-c2nc3cnc(Oc4ccccc4)nc3n(Cc3cccs3)c2=O)cc1	0%

Of the compounds above, these contain a cyano group:
SMILES	Giardia FBPA inh
CCNc1ncc2nc(-c3cn(C)c4ccccc34)c(=O)n(CCC#N)c2n1	-8%
N#Cc1ccc(CN2CC[C@@]3(CCCN(S(=O)(=O)c4ccccc4)C3)C2)cc1	3%
COCC(=O)N1CCC2(CCCN(Cc3ccc(C#N)cc3)C2)CC1	6%

Structural class, the compounds so far with an NH in an aromatic ring
SMILES	Giardia FBPA inh
c1ccc2c3c([nH]c2c1)[C@@H]1[C@H]2CC[C@H]([C@H]4CCCN[C@H]42)N1CC3	-6%[21.7 µM]
COc1ccccc1-c1cc(Nc2ccn[nH]2)ncn1	-3%
COc1ccc2[nH]cc(CCNc3ncncc3-c3cccc(NS(C)(=O)=O)c3)c2c1	0%
COc1ccc2[nH]cc(CCNc3nc(-c4cccc(NS(C)(=O)=O)c4)nc4ccccc34)c2c1	2%
NCCC[C@@H](CC(=O)N[C@@H]1CCCC[C@H]1C(=O)N[C@H](CC(=O)N[C@@H](CCC(=O)O)CC(=O)O)Cc1c[nH]c2ccccc12)NC(=O)C[C@H](Cc1ccccc1)NC(=O)[C@@H]1CNCC[C@H]1N	-12%
COc1ccc2[nH]cc(CCNc3ccnc(-c4ccccc4C)n3)c2c1	-13%
